Vif-APOBEC3G blk: blocks the Vif interaction with human APOBEC3G. HeLa A3G-eYFP + Vif (tagged APOBEC3G with the HIV-1 protein that degrades it), YFP fluorescence, overnight. Potency, µM (top dose mostly 46.1 µM), inactives show top-dose activity, negative = active, usual class: inhibitors. hit rate 0.076% among 410,000. AID 602310;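 also: potency is read from the fitted curve at half-maximal effect; % is scaled to controls: 0 for no effect and ±100 for the full control effect; nearly all actives have a fitted effect of over 60% in size; hits raise eYFP signal because A3G escapes Vif-driven loss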
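Read-out is eYFP fluorescence (Ex 488/Em 500-530) from Vif-expressing HeLa A3G-eYFP cells; more signal means A3G escaped Vif-mediated degradation. Cells plated overnight, compound pinned in, incubated overnight at 37 deg C.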
Vif-A3F inh: blocks the Vif interaction with APOBEC3F | HeLa A3F-eYFP + Vif (tagged APOBEC3F with the HIV-1 protein that degrades it), YFP fluorescence increase | Potency, µM (top dose mostly 46.1 µM), for inactives: top-dose activity, negative = active | hit rate 0.2% among 390,000; also: potency is read from the fitted curve at half-maximal effect; % of control where 0% means no effect; nearly all actives have a fitted effect of over 65% in size
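Fluorescence increase (Ex 488/Em 500-530) after overnight compound treatment at 37 deg C flags inhibition of Vif-driven A3F-eYFP loss in stable HeLa A3F-eYFP/Vif cells seeded overnight beforehand.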
D2 antagonist: D2 dopamine receptor (human) antagonism. P14416. inhibition, % at 10 µM. AID 485344. hit rate 2% among 340,000. HEK293 TREx D2 cells, calcium flux, dopamine EC80; in the data active = inhibition above about 30%; also: 0% is about no effect
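HEK293 T-REx D2 cells, tet-induced, calcium dye no-wash. Cpd pintool add, 180 s kinetic, then EC80 DA, 180 s kinetic. Ca flux read.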
D2 ag: activates the human D2 dopamine receptor. P14416. HEK293 T-REx D2 cells, calcium flux agonist mode. activation, % at 2 µM. hit rate 0.53% among 340,000;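 active = activation over 3 SD above normal in the single-dose calcium agonist read, cut at about 30% in these data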; also: 0% is about no effect
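Agonism scored from kinetic calcium signal (1 read/sec, 180 s) following compound pin transfer, after a 10 s baseline. Cells: HEK293 Trex line expressing inducible D2 receptor coupled to calcium, dye-loaded after overnight culture at 30 C.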
LDHA inh: inhibitors of human lactate dehydrogenase A | P00338 | purified LDHA, NADH/diaphorase-resazurin fluorescence; stronger effect = lower value | activity change, % (values are at about 110 or 230 µM) | hit rate 0.15% among 480,000; in the data active = activity change below about -30%; inconclusive = mostly about -25% to -30%;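 also: plate controls were DMSO wells for no effect and wells without enzyme for full effect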
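Resorufin fluorescence (ex540/em590), read at 0 and 20 min after diaphorase/resazurin addition, reports the NADH left after a 5 min room-temperature reaction of 2 nM human LDH5 with 0.06 mM NADH and 0.2 mM pyruvate.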
Glioma ERSR ind: inducers of ER stress response in human glioma cells | U87-MG GRP78 promoter luciferase reporter, 16 h | Potency, µM, inactives show at the top dose activation, actives largely listed as activators | hit rate 0.02% among 420,000; also: potency is read from the fitted curve at half-maximal effect; series mostly up to about 76 µM; % of control where 0% means no effect; nearly all actives have a fitted effect of over 35% in size
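Stably transfected U87-MG glioma cells carrying a GRP78-based luciferase sensor; 16 h compound incubation. Luminescence end-point read 10 min after Bright-Glo addition at room temperature.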
12-LOX inh: blocks human arachidonate 12S-lipoxygenase; hit rate 1.1% among 580,000; AID 1671190; P18054; Potency, µM (series often up to 108 µM), for the others: top-dose activity change, negative = inhibition, usual class: inhibitors; purified 12hLO, xylenol orange hydroperoxide absorbance; also: potency is read from the fitted curve at half-maximal effect; % is scaled to controls: 0 for no effect and ±100 for the full control effect
Target sequence (P18054 whole entry, looked up): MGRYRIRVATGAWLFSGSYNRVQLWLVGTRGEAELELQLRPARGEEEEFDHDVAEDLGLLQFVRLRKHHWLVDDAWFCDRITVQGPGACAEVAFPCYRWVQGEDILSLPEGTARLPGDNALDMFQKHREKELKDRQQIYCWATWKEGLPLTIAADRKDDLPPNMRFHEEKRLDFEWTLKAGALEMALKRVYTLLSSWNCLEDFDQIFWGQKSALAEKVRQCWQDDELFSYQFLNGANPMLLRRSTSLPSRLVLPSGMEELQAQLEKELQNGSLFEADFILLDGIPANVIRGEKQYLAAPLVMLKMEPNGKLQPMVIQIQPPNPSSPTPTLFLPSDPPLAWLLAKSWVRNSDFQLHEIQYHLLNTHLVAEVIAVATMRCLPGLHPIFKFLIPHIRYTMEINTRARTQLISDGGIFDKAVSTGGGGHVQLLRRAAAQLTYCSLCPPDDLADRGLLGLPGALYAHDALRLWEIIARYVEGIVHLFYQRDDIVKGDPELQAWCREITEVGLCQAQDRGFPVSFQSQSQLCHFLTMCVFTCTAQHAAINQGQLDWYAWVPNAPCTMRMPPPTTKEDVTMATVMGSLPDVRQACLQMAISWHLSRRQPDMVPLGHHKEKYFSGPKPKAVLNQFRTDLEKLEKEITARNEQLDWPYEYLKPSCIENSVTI
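Purified human 12hLO at 150 nM in 25 mM Hepes, 0.01% Triton X-100, pH 7.0, preincubated 15 min at room temperature with compound. Reaction started with 40 uM arachidonic acid, 30 min at room temperature. Hydroperoxide measured by Fe-xylenol orange, 573/405 nm absorbance ratio.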
ERG Ets-DNA blk: ERG Ets/DNA interaction inhibition; fluorescence polarization, His-ERG Ets domain / labelled DNA; P11308; Potency, µM (top dose mostly 76.9 µM), for inactives: at the top dose FP activity, negative = inhibition, actives largely listed as inhibitors; hit rate 0.028% among 370,000; AID 624246; active = well fitted inhibition curve with a large enough effect in the polarisation, with a control signal flat; inconclusive = small, poorly fitted or top-dose-only effect, or effect the other way, or a change in a side signal; inactive = no such curve, though single readings can be large or run the other way; the % refers to the polarisation;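 also: polarization taken with two DNA probes labelled with fluorescein and Texas red; potency is read from the fitted curve at half-maximal effect; % of control where 0% means no effect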
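His-tagged ERG Ets domain (1 uM in the protein solution; 300mM KCl, 50mM Tris-HCl, 1mM EDTA, 1mM DTT, pH 7.5) received compound, then a probe mix of 5 nM fluorescein-DNA and 100nM Texas-615-DNA. Fluorescence polarization was read for both dyes.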
RGS4 inhibitor: human RGS4 inhibition. P49798. Transcreener GDP fluorescence polarization, RGS4-accelerated GTP hydrolysis. Potency, µM (top dose mostly 114 µM), without a hit: at the highest dose activity change, negative = inhibition, usual class: inhibitors. hit rate 0.039% among 390,000. AID 504845; also: potency is read from the fitted curve at half-maximal effect; % is scaled to controls: 0 for no effect and ±100 for the full control effect; nearly all actives have a fitted effect of over 75% in size; some results filed as inactive show a strong effect at the top dose
Target sequence (P49798 whole entry, looked up): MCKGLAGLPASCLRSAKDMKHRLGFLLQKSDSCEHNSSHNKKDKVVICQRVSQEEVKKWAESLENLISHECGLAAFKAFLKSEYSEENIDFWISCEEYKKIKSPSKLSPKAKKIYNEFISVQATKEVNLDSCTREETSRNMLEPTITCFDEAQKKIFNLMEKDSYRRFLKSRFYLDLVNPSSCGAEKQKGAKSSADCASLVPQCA
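MLSMR compounds (23 nl, pin-transferred) preincubated 10 min at room temperature with a 500nM (2x) first reagent, then RGS4 at 900nM (2x) plus Transcreener GDP mix added; fluorescence polarization (620/688 nm) read before and after 90 min at 30 °C.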
* marks the source's active call; other numbers are inactive results; ? = inconclusive; / = not tested or not shown; [ ] = dose if it differs, or a comment. Unless noted, calls follow the shape of the dose curve; as a rule, active = well fitted curve in the direction sought with a large enough effect; inconclusive = small, poorly fitted or top-dose-only effect, or another doubt; inactive = no such curve, though single readings can be large; an effect the other way counts as inactive or inconclusive. This is a subset (hit frequency here may not be typical).

SMILES	Vif-APOBEC3G blk	Vif-A3F inh	D2 antagonist	D2 ag	LDHA inh	Glioma ERSR ind	12-LOX inh	ERG Ets-DNA blk	RGS4 inhibitor
C/C(=N/NC(=O)c1ccncc1)c1c[nH]c2ccccc12	-3%	-25%	48*	-1.9	-6	-2%	0%	-4%	-11%
Cc1noc(C)c1CSCC(=O)OCC(=O)Nc1ccc(OC(F)(F)F)cc1	-3%	5%	/	/	3	3%	-2%	/	/
COc1ccc(C(=O)NNC(=O)Cn2nc(C)cc2C)cc1S(=O)(=O)N1CCOCC1	-4%	-7%	/	/	1	-5%	-10%	/	/
OCCN1CCN(CC(O)C(F)(F)F)CC1 (stereo not drawn)	7%	-1%	4	-0.2	2	0%	1%	3%	-24%
COc1ccc2[nH]c3c(c2c1)CCN1C(=O)C(CC(=O)NCc2ccco2)C[C@H](C(=O)N(C(C)C)C(C)C)[C@@]31C (stereo partly drawn)	-3%	-3%	/	/	3	4%	-18%	-9%	-28%
COc1ccccc1-c1nnc(SC2CCc3ccccc3NC2=O)s1 (stereo not drawn)	2%	-4%	0	0.2	-8	-1%	-45%	1%	-20%
O=C(CN(CCc1ccccc1)S(=O)(=O)c1ccc(Cl)cc1)N/N=C/c1ccccc1C(=O)O	-6%	-8%	-5	-0.9	-4	-1%	-4%	1%	-4%
CCCC(=O)Nc1ccccc1NC(=O)c1ccc(OCC)cc1	-1%	-7%	-5	-0.3	-3	-5%	-2%	2%	27%
CCN(CC)c1ccc(/C=N/N2CCN(Cc3ccc(Cl)cc3)CC2)c(O)c1	2%	-6%	-16	0.8	4	3%	4%	11%	-1%[11.4 µM]
CCC1CCC2(CC1)NC(=O)N(CC(=O)c1c(C)[nH]c3ccccc13)C2=O (stereo not drawn)	-2%	-2%	-4	3.7	-4	-3%	?	13%	9%
COc1ccc(S(=O)(=O)N2CCCCC2)cc1NC(=O)c1ccc(=O)[nH]c1	0%	-3%	1	0.2	-3	0%	-6%	-5%	-24%
O=C(COc1ccccc1)NC1CCCN(Cc2ccccc2F)C1 (stereo not drawn)	2%	-12%	-8	-0.4	-2	1%	-4%	5%	13%
CC1CN(CCCCSc2ccccc2)CC(C)O1 (stereo not drawn)	-6%	-11%	1	1.0	-2	-2%	0%	-4%	-4%
COc1ccc(CNC(=O)C(c2ccco2)N(Cc2cccs2)C(=O)Cc2cccs2)cc1 (stereo not drawn)	2%	-15%	17	0.5	2	-7%	0%[57.4 µM]	-7%	-1%
Cc1ccc2nc(NC(=O)C3CCCN(S(=O)(=O)c4cccc5nsnc45)C3)sc2c1 (stereo not drawn)	0%	5%	-6	1.3	-4	-2%	0%	-3%	-17%
COc1ccc(N2C[C@H](Cc3ccccc3)[C@@H](CC(=O)Nc3ccccc3)C2=O)cc1	3%	-3%	/	/	4	-1%	-1%	/	/
COC(=O)c1c(NC(C)=O)sc(C(=O)Nc2ccccc2C)c1C	0%	?	-20	-0.1	1	-4%	-1%	1%	5%[11.4 µM]
O=C(CSc1nc(-c2ccccc2)c(-c2ccccc2)[nH]1)NCc1ccco1	?	-12%	/	/	-9	-3%	-20%	0%	?
O=C(CN1CCN(S(=O)(=O)N2CCCCC2)CC1)Nc1cc(Cl)cc(Cl)c1	-3%	11%	2	6.7	0	-6%	6%	0%	-3%
CCOC(=O)c1sc(=NC(=O)/C=C/c2ccccc2)n(C)c1C	1%	7%	5	0.6	-4	2%	-4%	6%	-12%
COc1ccc(NC(=O)Cn2ncc3c(C)n(Cc4cccc(Cl)c4)c(C)c3c2=O)cc1	4%	2%	/	-0.3	-3	-1%	-5%	-2%	-14%
CCC/C=N/NC(=O)c1cc(-c2ccccc2)nc2ccccc12	0%	-16%	3	1.2	-9	-4%	8%	7%	-16%
CC(C(=O)N1CCN=C1c1ccccc1)N1C(=O)c2ccccc2C1=O (stereo not drawn)	1%	6%	5	0.6	-16	-3%	11%	-10%	21%
Cc1ccccc1C(=O)N1CC(=O)Nc2ccc(F)cc2C1c1ccccc1 (stereo not drawn)	-2%	6%	14	0.8	-2	-4%	0%	-6%	4%
CCCCn1c(-c2cccs2)nc2nc3ccccc3nc21	-2%	?	2	0.0	-2	5%	-6%	-1%	-17%
Cc1sc2nc(SCC(=O)C(C)(C)C)n(Cc3ccco3)c(=O)c2c1C	?	-8%	16	0.7	-3	-4%	-24%	-4%	-7%
Cc1cccc(C)c1NC(=O)c1cccc(COc2cc(Cl)ccc2Cl)c1	4%	-11%	-3	-0.9	0	0%	11%	1%	-3%
Cc1ccc(S(=O)(=O)NC2CCCCCC2)cc1C(N)=O	-1%	-9%	-5	0.2	1	-3%	301%[activator]	4%	-10%
COc1cc(/C=N/c2oc(C)c(C)c2C#N)cc(Br)c1O	2%	1%	0	1.3	5	-4%	?	108%[activator]	-31%
O=C(CSc1nc2ccc(Cl)cc2o1)NCc1ccc2c(c1)OCO2	2%	0%	7	0.9	-3	-5%	-21%	6%	0%
CCCCCOC(=O)C1C2C=CC3(CN(c4ccccc4C)C(=O)C13)O2 (stereo not drawn)	1%	5%	-13	0.3	-3	-2%	-5%	-1%	-35%
Cc1cc(C)cc(-n2nnc3ccccc3c2=O)c1	-8%	-13%	/	/	-7	3%	-26%	/	/
CN(CC1CCN(CCc2cccc(C(F)(F)F)c2)CC1)C(=O)c1ccc(F)cc1F	6%	1%	65*	0.3	-1	-1%	?	-7%	-19%
Cc1ccc2c(c1)-c1c(cnn1CC(=O)N(Cc1ccco1)C1CCCCC1)CO2	1%	1%	/	/	0	-1%	-20%	2%	-6%
Cc1nnnn1-c1ccc(CC(=O)O)cc1	4%	10%	-3	0.3	-7	-4%	2%	-4%	31%
Cc1cc(C)c(C(=O)COC(=O)c2cccnc2Cl)c(C)c1	-5%	5%	6	-1.2	-4	0%	-1%	-15%	?
O=C(O)/C=C/C(=O)NC1CCS(=O)(=O)C1 (stereo not drawn)	1%	-10%	2	0.1	4	-5%	2%	-9%	-7%
Cc1csc(=O)n1CCC(=O)OCC(=O)Nc1ccc(N2CCOCC2)cc1	0%	-2%	/	/	3	-3%	1%	/	/
COc1cc(/C=C/C(=O)OCC(=O)NC2CC2)cc(S(=O)(=O)N2CCc3ccccc32)c1OC	2%	-9%	-8	-0.8	-9	-6%	-7%	-3%	3%
COc1cccc(/C=C2/CCC(CN(C)C)C2=O)c1 (stereo not drawn)	?	7%	/	/	0	-12%	?	3%	-137%
O=C(Nc1ccc(F)c(Cl)c1)Nc1ccc(Cl)cn1	-1%	1%	7	1.4	-2	-2%	-2%	-1%	?
O=C(COc1ccc(S(=O)(=O)N2CCOCC2)cc1Cl)NCC1CCCO1 (stereo not drawn)	0%	9%	-15	0.1	-2	3%	6%	3%	4%
Cc1nc(-c2ccccn2)sc1C(=O)Nc1ccc(Cl)c(Cl)c1	-10%	0%	/	/	-2	7%	-43%	0%	-20%
COC(=O)c1sccc1S(=O)(=O)N1CCN(c2ccc(C)cc2C)CC1	4%	-1%	/	-1.6	-2	-3%	0%	6%	-13%
CCc1nc2ccc(C)cc2c(C(=O)Oc2cccc3cccnc23)c1C	-7%	-3%	-4	1.6	0	-1%	-1%	1%	11%
CSc1ncccc1C(=O)OCC(=O)Nc1ccc(N2CCOCC2)cc1	2%	8%	/	/	-2	-5%	-11%	-3%	-2%
Cc1cc(-c2nn(-c3ccccc3F)cc2CN2CCN(c3ccccn3)CC2)c(C)s1	-2%	13%	1	0.1	0	-2%	-17%	-11%	-12%
C=CC[C@H](CC(=O)N(CCO)Cc1ccccc1)C(=O)NC[C@@H](OC(=O)[C@@H](CC=C)Cc1ccc(F)cc1)c1ccccc1	0%	2%	/	/	1	-3%	-9%	-13%	15%
COc1cc2c(cc1OC)[C@H](C)N(C(=S)Nc1ccc(F)cc1)CC2	-2%	5%	-5	5.0	-11	-1%	0%	-5%	-14%
Cc1nn(C)c(C)c1/C=C/C(=O)c1cccs1	-5%	1%	/	/	-4	6%	-18%	-2%	8%[11.4 µM]
O=C(C(=O)N1CCc2ccccc2C1)c1cn(CC(=O)N2CCCCC2)c2ccccc12	1%	5%	-4	0.3	3	1%	-3%	7%	-17%
CC1CCCN(c2ccc(C(=O)Nc3ccc4c(c3)OCO4)cc2[N+](=O)[O-])C1 (stereo not drawn)	0%	0%	6	0.0	-5	0%	-5%	6%	-8%
CSc1ccc(CN2C(=O)C(C)Oc3c(C(C)=O)cccc32)cc1 (stereo not drawn)	-15%	/	/	/	-3	-6%	1%	/	/
NS(=O)(=O)c1ccc(NC(=S)NC(=O)/C=C/c2cccs2)cc1	-5%	4%	-3	1.7	-11	-4%	6%	-5%	-9%
CCOC(=O)c1cc(/C(C)=N/OC(=O)c2ccc(C(C)(C)C)cc2)on1	3%	-8%	13	0.1	1	-2%	0%	-6%	-10%

Ordered by the number under LDHA inh (low to high): 3 from the list above
SMILES | LDHA inh
COc1cc2c(cc1OC)[C@H](C)N(C(=S)Nc1ccc(F)cc1)CC2 | -11
CCOC(=O)c1cc(/C(C)=N/OC(=O)c2ccc(C(C)(C)C)cc2)on1 | 1
O=C(C(=O)N1CCc2ccccc2C1)c1cn(CC(=O)N2CCCCC2)c2ccccc12 | 3
